High-throughput results as filed in PubChem BioAssay.
EWS-Fli block: inhibitors of EWS/Fli oncoprotein transcriptional activity | 350,000 tested, 0.67% active | inhibition, % at 12.6 µM | A673 NR0B1-luciferase reporter, viability-normalised;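 active = mean inhibition of at least 50% after viability correction, with every replicate also passing that limit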;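 note: firefly luciferase signal divided by Alamar Blue viability fluorescence both relative to DMSO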
PglD DTNB: PglD (C. jejuni) enzyme inhibition; purified PglD enzyme, DTNB colorimetric CoA detection; inhibition, % at 12.5 µM; 360,000 tested, 0.098% active; AID 602405; in the data active = inhibition above about 16%, passing the limit was not always enough; note: strong numbers were not always called active
PGC1a acetyl inh: modulators of PGC1a acetylation; U2OS PGC1a acetylation, AlphaScreen anti-acetyl-lysine; with virally co-expressed GCN5 acetyltransferase; inhibition, % at 15.6 µM; 350,000 tested, 0.17% active; AID 651687;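 active = every replicate shows inhibition of at least 40%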;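 note: 0% = neutral control wells and 100% = positive control wells; some results beyond the cut were filed as inactive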
PAX8 reporter: inhibitors of PAX8 transcriptional activity in RMG-I cells. RMG-I TPO-luciferase reporter, SteadyGlo, 24 h. inhibition, % at 12.6 µM. 360,000 tested, 1.2% active;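 active = mean replicate inhibition at least 60% with every replicate also reaching 60%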;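 note: luciferase light reporting Pax8 driven TPO promoter activity; plate controls were median of neutral control wells for no effect and mitoxantrone controls for full effect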
S100A4 inh HTS: inhibitors of human S100A4 binding to myosin IIA peptide; P26447; S100A4/TAMRA-MyoIIA peptide fluorescence polarization; inhibition, % at 10.7 µM; 360,000 tested, 0.14% active; AID 652163;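 active = mean inhibition of at least 70% across replicates, with every replicate also reaching that level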
Target sequence (P26447 whole entry, looked up): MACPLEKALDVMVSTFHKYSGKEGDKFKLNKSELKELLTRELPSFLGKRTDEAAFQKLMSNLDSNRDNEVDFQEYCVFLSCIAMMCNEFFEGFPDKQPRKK
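Test system: S100A4 monomer protein. Medium: HEPES buffer with Ca2+, pH 7.2. Reagent: fluorescent myosin IIA peptide, 5 nM. Compound dosing: single-point compound testing. Timing: 5 min between mix addition and reading. Benchmarks: DMSO neutral and TFP positive wells.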
FN deposition inh: fibronectin deposition inhibition; AH1F fibroblasts, Alexa488-fibronectin deposition fluorescence, overnight; inhibition, % at 12.6 µM; 350,000 tested, 0.086% active; AID 743247;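 active = mean inhibition across replicates of 30% or more, regardless of how many single replicates reach that level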;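 note: positive control wells lacked labelled fibronectin entirely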
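Material: AH1F fibroblasts assembling fluorescent fibronectin matrix; amount: 10000 AH1F cells/well; medium: DMEM, 2% serum; reagent: Alexa488-fibronectin, 24 nM final in well; dosing: single compound dose, delivered by pin transfer; incubation: 1 h adhesion, overnight exposure; detection: fluorescence after three HBSS washes, excitation 485 nm, emission 525 nm; measure: fibronectin deposition inhibition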
ERAP1 HTS inh: ERAP1 (human) enzyme inhibition; Q9NZ08; recombinant ERAP1, Leu-AMC fluorescence, 60 min; inhibition, % at 10.7 µM; 340,000 tested, 0.15% active;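 active = mean replicate inhibition of at least 30%, or all replicates individually reaching that 30% level; inactive = mean below 30% and not every replicate reaching it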;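 note: 0% = neutral control wells and 100% = L-leucinethiol positive control wells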
Target sequence (Q9NZ08 whole entry, looked up): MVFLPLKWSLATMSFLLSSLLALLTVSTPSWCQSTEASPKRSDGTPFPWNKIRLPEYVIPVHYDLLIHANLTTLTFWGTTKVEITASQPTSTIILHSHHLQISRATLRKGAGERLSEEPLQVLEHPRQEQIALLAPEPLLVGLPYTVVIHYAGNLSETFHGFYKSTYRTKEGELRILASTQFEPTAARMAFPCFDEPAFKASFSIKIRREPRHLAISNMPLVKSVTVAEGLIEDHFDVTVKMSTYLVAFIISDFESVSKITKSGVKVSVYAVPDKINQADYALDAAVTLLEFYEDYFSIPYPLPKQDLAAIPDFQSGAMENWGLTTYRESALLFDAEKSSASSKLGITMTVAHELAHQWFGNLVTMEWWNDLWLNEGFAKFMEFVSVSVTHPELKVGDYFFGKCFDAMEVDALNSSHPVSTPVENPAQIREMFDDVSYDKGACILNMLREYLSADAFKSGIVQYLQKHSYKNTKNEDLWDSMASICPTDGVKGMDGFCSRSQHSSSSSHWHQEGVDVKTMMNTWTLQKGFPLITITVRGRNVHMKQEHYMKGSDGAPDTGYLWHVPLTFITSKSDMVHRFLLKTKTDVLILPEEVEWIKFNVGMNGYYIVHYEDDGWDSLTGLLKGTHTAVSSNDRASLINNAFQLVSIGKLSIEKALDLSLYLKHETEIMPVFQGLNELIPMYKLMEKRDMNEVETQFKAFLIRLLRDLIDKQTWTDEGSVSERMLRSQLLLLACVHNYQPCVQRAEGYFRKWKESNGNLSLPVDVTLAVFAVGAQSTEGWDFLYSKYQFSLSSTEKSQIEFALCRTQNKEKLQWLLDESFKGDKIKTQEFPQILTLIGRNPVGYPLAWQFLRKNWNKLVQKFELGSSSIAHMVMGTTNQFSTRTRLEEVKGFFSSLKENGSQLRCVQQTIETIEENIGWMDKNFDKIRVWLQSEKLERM
LGR2 inh: inhibitors of bursicon-induced Drosophila LGR2 receptor cAMP signaling | 380,000 tested, 0.35% active | inhibition, % at 9.99 µM | HEK293 LGR2, CRE-luciferase, bursicon-stimulated, 4 h;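 active = drop in luminescence signal, shown as inhibition above about 50% in the replicate tests, limit read from the data, passing the limit was not always enough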;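 note: agonist challenge used bursicon conditioned medium at about half maximal strength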
Starred values were filed as active, the others as inactive; · = no result given.

SMILES	EWS-Fli block	PglD DTNB	PGC1a acetyl inh	PAX8 reporter	S100A4 inh HTS	FN deposition inh	ERAP1 HTS inh	LGR2 inh
O=C(CS(=O)(=O)c1cn(Cc2ccc(Cl)cc2)c2ccccc12)N1CCOCC1	2.5	-1.8	·	·	6.2	8.4	3.2	7.2
Cc1ccc(C(=O)N2CCN(c3cnn(C)c(=O)c3Cl)CC2)cc1	11.2	·	·	-0.5	-5.6	-4.2	2.7	5.4
NC(=O)c1ccc(SCC(=O)OCC(=O)N2CCCC2=O)c([N+](=O)[O-])c1	-3.6	1.3	·	·	-4.9	0.2	-1.3	-6.5
CS(=O)(=O)N1CCc2cc(C(=O)N3CCN(c4ccccc4)CC3)ccc21	·	4.0	-6.3	-10.0	-32.1	2.8	1.8	-11.3
CC1CC1C(=O)OCC(=O)c1c(N)n(C)c(=O)n(C)c1=O (centres undefined)	1.9	·	·	1.3	-0.2	3.1	1.5	-4.7
O=C(Cc1csc(NC(=O)c2ccc(F)cc2)n1)NO	12.5	5.1	-3.6	-10.6	0.0	1.9	·	-1.4
CCc1ccc(NC(=O)COC(=O)CCCC2=NS(=O)(=O)c3ccccc3N2)cc1	-3.1	6.8	-5.7	-11.6	-3.7	-10.0	-3.2	-4.3
COC(=O)c1c(C(=O)OC)c(-c2cccc(F)c2)n2c1CS(=O)C2 (centres undefined)	18.4	4.1	-0.5	0.0	-2.0	-0.4	0.9	18.1
c1ccc(N2CCN(c3ccccc3)C2c2ccncc2)cc1	15.4	-3.7	91.3*	·	-1.9	·	-4.2	-25.7
COCCNC(=O)C[C@H]1CC[C@H]2[C@@H](COC[C@@H](O)CN2S(=O)(=O)c2ccccc2F)O1	-1.8	8.0	10.0	-8.3	·	-1.0	·	6.5
COc1cc2c3c(c1)C(C)CC(C)(C)N3C(=O)C2=O (centres undefined)	19.7	3.1	-6.6	17.7	-5.8	0.9	3.0	·
COc1ccc(S(=O)(=O)NCCC(=O)OCC(=O)NC2CC2)cc1	-6.4	-0.5	·	-19.9	7.7	-2.9	-0.6	-0.2
Cc1ccc(Cl)cc1N1CCN(C(=O)CSc2ccsc2[N+](=O)[O-])CC1	-2.2	9.0	·	3.2	4.9	-14.9	2.9	8.2
O=C(c1cccnc1)N1N=C(C2CCCCC2)CC1(O)C(F)(F)F (centres undefined)	13.8	·	11.0	-17.6	1.0	-18.1	2.4	2.9
CCOC(=O)c1cnc2cc(F)c(F)cc2c1N1CCOCC1	10.3	2.9	2.5	21.9	0.5	-3.6	-1.0	4.4
C[C@H](CO)N1C[C@H](C)[C@H](CN(C)S(C)(=O)=O)OCCCC[C@H](C)Oc2ccc(N(C)C)cc2C1=O	-5.8	-0.9	3.1	2.3	5.5	·	-3.5	6.0
CCOC(=O)C1CCCN(C(=O)CSc2ccc(NC(C)=O)cc2)C1 (centres undefined)	8.4	1.2	12.8	3.3	-1.5	-6.1	-0.5	6.9
Cc1ccc(N2CC(C(=O)N3CCC(c4nc5ccccc5[nH]4)CC3)CC2=O)cc1C (centres undefined)	4.5	-4.0	·	14.6	1.1	0.7	-4.7	11.3
C[C@H](CO)N1C[C@H](C)[C@@H](CN(C)C(=O)c2cccc(F)c2)Oc2ncc(-c3cccc(F)c3)cc2C1=O	-9.7	-2.3	-8.0	0.0	-2.1	-1.4	4.4	-18.3
COc1ccc(CCN2CC3=C(C2=O)C(c2ccccc2)NC(=O)N3C)cc1OC (centres undefined)	·	-0.8	6.0	5.2	·	-5.0	·	·
O=C(CCCc1cccs1)Nc1ccc2c(c1)OCO2	-20.2	·	·	-164.0	-4.8	11.9	-1.9	-67.0
COc1cccc(CN2CC(C(=O)NCCOc3cccnc3)CCC2=O)c1 (centres undefined)	0.7	-6.1	-15.7	-7.5	20.7	-6.5	-0.6	-3.7
O=C(NC(=S)NCCc1ccccn1)c1ccco1	-25.5	3.6	-0.1	-28.4	-8.1	-11.7	-0.9	-13.1
Cc1ccc(-c2cc3nc(C)cc(NCc4ccco4)n3n2)cc1	·	1.7	-2.6	·	·	-2.4	·	-44.6
COc1cccc(CN2[C@@H](CO)[C@H](c3ccccc3)C23CN(C(=O)C2CCOCC2)C3)c1	3.3	·	-6.7	·	19.8	·	-1.0	4.9

Profiles, looked up by structure. Order of screens: EWS-Fli block	PglD DTNB	PGC1a acetyl inh	PAX8 reporter	S100A4 inh HTS	FN deposition inh	ERAP1 HTS inh	LGR2 inh
`COc1cccc(CN2[C@@H](CO)[C@H](c3ccccc3)C23CN(C(=O)C2CCOCC2)C3)c1` across the screens: 3.3	·	-6.7	·	19.8	·	-1.0	4.9
`CCOC(=O)C1CCCN(C(=O)CSc2ccc(NC(C)=O)cc2)C1` (centres undefined) across the screens: 8.4	1.2	12.8	3.3	-1.5	-6.1	-0.5	6.9
`Cc1ccc(Cl)cc1N1CCN(C(=O)CSc2ccsc2[N+](=O)[O-])CC1` across the screens: -2.2	9.0	·	3.2	4.9	-14.9	2.9	8.2
`CCOC(=O)c1cnc2cc(F)c(F)cc2c1N1CCOCC1` across the screens: 10.3	2.9	2.5	21.9	0.5	-3.6	-1.0	4.4

Carrying on:
SMILES	EWS-Fli block	PglD DTNB	PGC1a acetyl inh	PAX8 reporter	S100A4 inh HTS	FN deposition inh	ERAP1 HTS inh	LGR2 inh
CC(C)[C@H](NC(=O)c1ccco1)C(=O)NCc1ccccc1	-0.8	-1.5	·	3.1	3.1	-0.5	-3.5	-3.8
O=C(NCc1ccc(F)cc1)Nc1nnc([C@H]2C[C@H](O)[C@@H](CO)O2)s1	-0.3	-3.5	-18.3	-5.7	-6.7	-2.0	14.4	-3.3
CN(C)CCNC(=O)c1cccc(S(=O)(=O)Nc2ccccc2F)c1	-5.0	·	·	-14.9	1.3	-6.6	-0.5	11.6
CN(C)CC1CCCCC1OC(=O)c1ccc(Cl)cc1Cl (centres undefined)	6.7	·	6.7	15.5	0.5	·	1.6	-25.1
Cc1cccc2sc(NC(=O)CN3C(=O)c4ccccc4C3=O)nc12	-8.5	·	·	-19.4	4.8	4.1	3.2	0.5
C[C@@H]1CN([C@H](C)CO)S(=O)(=O)c2ccc(C#C[C@@H](C)O)cc2O[C@@H]1CN(C)C(=O)Nc1ccccc1	-17.1	-0.2	7.1	-6.8	1.3	-1.7	1.9	15.1
CC1(C)CN(O)CCN1O	73.4*	·	·	17.2	2.7	·	-0.1	-2.8
O=C(CSc1cn(CCNC(=O)c2cccs2)c2ccccc12)NCc1ccccc1	4.3	-0.1	·	-1.7	-4.7	-5.1	4.3	-6.1
O=C(N[C@H]1C=C[C@@H](CC(=O)N2CCc3ccccc3C2)O[C@H]1CO)C1CC1	-5.0	1.9	-9.8	3.7	25.5	-3.9	·	-2.3
Cn1cc(Cc2ccc(C(=O)NCc3ccccc3)cn2)c2ccccc21	6.8	6.8	-14.6	16.1	-4.7	-6.6	·	0.3
CCC(=O)Nc1cccc(C2=NOC3(C2)C[C@@H](C(N)=O)N(C(=O)C2(C)CC2)C3)c1 (some centres undefined)	-8.0	-1.7	8.4	-7.6	-2.4	1.6	-0.8	-2.3
Cc1ccc(-c2nn(-c3ccccc3)cc2C(=O)NN2CCN(C)CC2)cc1	-0.8	-0.9	10.7	-2.8	-2.4	-56.0	-0.5	19.1
COc1cccc(-c2ccc([C@@H]3[C@H]4CN(CC5CC5)CCCCN4[C@H]3CO)cc2)c1	2.9	1.8	-18.8	5.8	-12.4	·	1.3	-4.6
Nc1nc(F)nc2c1ncn2[C@@H]1O[C@H](CO)[C@@H](O)[C@@H]1O	16.2	-4.9	-14.1	59.8	1.8	·	-0.8	0.0
O=C(COC(=O)c1ccc2ncsc2c1)NCc1ccc(Cl)cc1	-6.0	7.4	-6.2	-14.5	-1.0	-12.3	7.7	-3.4
O=C1CS/C(=C\[N+](=O)[O-])N1c1ccc(OC(F)(F)F)cc1	·	-0.2	2.7	-10.7	·	-10.8	·	·
Cc1ccccc1NC(=O)/C(C#N)=C\c1ccsc1	12.3	·	·	4.1	4.3	3.3	2.7	·
CC(C)C(NC(=O)c1ccc(C(C)(C)C)cc1)C(=O)N1CCC(C(N)=O)CC1 (centres undefined)	-2.2	2.0	0.9	-10.8	2.3	-1.6	0.7	-9.5
CC(C)Oc1ccc(C(CC(=O)O)c2ccc(F)cc2)cc1 (centres undefined)	-5.4	-5.5	5.4	-16.8	-1.0	-17.9	1.6	10.1
CCC(=O)N(C)C[C@H]1Oc2ncc(C#CCC3CCCC3)cc2C(=O)N([C@H](C)CO)C[C@@H]1C	-4.8	-8.7	5.2	-4.8	4.8	·	2.3	-2.4
COc1ccc(NC(=O)CSc2nnc(C)c(=O)n2N)cc1	-4.8	-5.0	·	·	-3.4	1.7	-9.0	-8.7
CCOc1ccccc1NC(=O)CSc1ccc2nnc(-c3cccnc3)n2n1	1.0	·	10.7	5.7	-0.1	-2.3	4.8	-3.5
COC(=O)C[C@@H]1CC[C@@H]2[C@H](COc3ccc(NC(=O)Nc4ccc(C#N)cc4)cc3C(=O)N2C)O1	52.7*	4.1	-0.5	-14.7	-4.7	-13.3	1.1	-0.5
CCOc1ccc(NC(=O)CSc2ccc(-c3ccco3)nn2)cc1	-9.0	2.8	1.3	2.0	7.0	·	0.0	-17.4
Cc1ccc(S(=O)(=O)Nc2cc3c4c(c2)C(C)C(=O)N4CCC3)cc1 (centres undefined)	-6.8	-2.1	8.3	-14.7	-0.5	1.7	-3.2	-4.5

Other records
SMILES	EWS-Fli block	PglD DTNB	PGC1a acetyl inh	PAX8 reporter	S100A4 inh HTS	FN deposition inh	ERAP1 HTS inh	LGR2 inh
CC(C)(C)c1ccc(NC(=O)CON=C(N)c2ccccc2)cc1	-8.7	1.5	·	-17.7	-1.9	-8.5	-2.3	7.3
CC(=O)c1ccc(OCCCC(=O)NC2CCCc3ccccc32)cc1 (centres undefined)	7.9	-0.2	3.1	33.4	-16.8	-9.2	6.4	5.0
CCN(CC)S(=O)(=O)c1cc(OC)c(Cl)cc1OC	1.9	·	-11.8	4.2	3.4	0.3	-0.9	5.2
O=C(c1cccc([N+](=O)[O-])c1)N1CCN(c2ccc(N3CCOCC3)nn2)CC1	-0.9	-5.5	-2.4	-0.6	-2.4	1.8	0.6	-31.5
CC(=O)Nc1ccc(S(=O)(=O)NCCC(=O)Nc2cc(C)ccn2)cc1	-7.8	·	·	-4.9	-1.5	0.8	-4.9	7.0
Cn1c(SCC(=O)NNC(=O)Nc2ccccc2)nnc1-c1ccccc1	1.5	-2.3	6.3	7.6	0.0	-5.4	-1.5	0.9
C=CC[C@]12C[C@@]3(O[C@H](c4ccccn4)N=C3C[C@H](c3ccc(OC)cc3)[C@H]1C)N(C1CCN(Cc3ccccc3)CC1)C2=O	0.8	·	·	-5.5	0.4	10.3	-0.8	·
C[C@H]1CN([C@@H](C)CO)C(=O)Cc2cc(NC(=O)Nc3ccc(F)cc3)ccc2O[C@@H]1CN(C)C(=O)Nc1ccc(F)cc1	-0.7	1.4	-4.6	·	-2.3	·	3.1	-1.3
C[C@@H]1CN([C@@H](C)CO)C(=O)Cc2cc(NC(=O)Nc3cccc4ccccc34)ccc2O[C@H]1CN(C)S(=O)(=O)c1ccc(Cl)cc1	6.4	-2.6	7.4	29.8	-8.3	4.4	-1.1	1.6
CC1=NN(c2cccc(F)c2)C(=O)/C1=C/c1ccc(N(C)C)cc1	8.4	-1.7	-0.6	14.5	-3.7	7.1	-3.8	9.2
CCC(C)[C@H](NC(=O)N1CCCCCC1)C(=O)OC (some centres undefined)	2.6	1.8	10.4	6.4	1.0	-4.5	-1.7	-1.6
O=C(COC(=O)CNC(=O)c1ccc(Br)cc1)Nc1nnc(-c2ccccc2)o1	-1.5	4.5	·	-14.2	-5.4	·	1.2	-7.5
